Source: PubChem BioAssay
IEC-6 cytotox = counter-screen for KLF5 inhibitors: cytotoxicity in IEC-6 cells; IEC-6 cytotoxicity, luminescence viability; inhibition, % at 5 µM; 290,000 tested, 0.78% active; in the data active = inhibition above about 22%;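 note: 0% = plate median of test compound wells and 100% = cytotoxic reference compound wells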
HSF1 activator = increases HSF-1 driven luciferase reporter signal; NIH3T3-HGL HSF-1 luciferase reporter, MG132, 8 h; 100% = twice DMSO control signal; activation, % at 9 µM; 300,000 tested, 1.7% active;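 active = mean replicate activation of at least 50% with a set share of replicates each reaching 50%; inconclusive = only one of those two conditions met; inactive = mean below 50% and too few replicates reaching it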;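 note: 0% = median of the neutral control wells and 100% = twice that signal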
KLF5 inh = inhibitors of KLF5 expression | DLD-1 KLF5 promoter-luciferase reporter, luminescence | inhibition, % at 5 µM | 290,000 tested, 0.23% active | AID 1700;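 active = inhibition above a per-plate limit of that plate's mean compound inhibition plus 3 SD, cut at about 60% in these data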;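 note: 0% = DMSO wells and 100% = LY294002 at 200 µM; higher means less KLF5 promoter-driven luciferase light; inactives centre near -14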
Platelet DG rel = modulates dense granule release in human platelets. human platelet-rich plasma, SFLLRN dense granule ATP release, luminescence. inhibition, %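 (compounds screened at 7.5 µM in platelet-rich plasma)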. 300,000 tested, 0.22% active;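 active = mean replicate score, as percent of positive control, at or above 50; inconclusive = mean below 50 but at least one replicate at or above 50; inactive = mean and every replicate below 50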
GSK3 alpha inh = blocks human GSK-3 alpha kinase; ADP-Glo luminescence, 60 min; 320,000 tested, 0.1% active; inhibition, % at 10 µM;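 in the data active = inhibition above about 50%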;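 note: GST-tagged GSK-3 alpha with peptide substrate and 25 µM ATP; 0% = DMSO neutral wells and 100% = GW8510 positive control wells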
Target sequence (P49840 whole entry, looked up): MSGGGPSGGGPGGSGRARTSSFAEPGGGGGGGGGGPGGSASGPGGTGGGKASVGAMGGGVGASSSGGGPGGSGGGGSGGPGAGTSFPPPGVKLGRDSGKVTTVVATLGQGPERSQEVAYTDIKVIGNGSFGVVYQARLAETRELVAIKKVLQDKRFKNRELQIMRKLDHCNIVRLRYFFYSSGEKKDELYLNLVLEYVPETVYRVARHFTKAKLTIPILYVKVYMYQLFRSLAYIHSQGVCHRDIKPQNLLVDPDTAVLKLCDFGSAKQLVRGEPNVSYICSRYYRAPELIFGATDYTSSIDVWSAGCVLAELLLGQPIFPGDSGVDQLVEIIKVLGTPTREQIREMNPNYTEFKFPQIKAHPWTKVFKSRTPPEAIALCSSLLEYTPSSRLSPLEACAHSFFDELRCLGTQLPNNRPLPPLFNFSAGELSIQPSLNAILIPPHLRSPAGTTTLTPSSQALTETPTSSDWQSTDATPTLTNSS
GSK3beta inhib = human GSK3beta kinase inhibition | 300,000 tested, 0.038% active | GST-GSK3beta kinase, ADP-Glo luminescence, 60 min; active compounds read low | activity score (negative = inhibition), % at 10 µM | AID 2097;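 active = more than half of replicate wells score below -50%, meaning over 50% inhibition versus plate controls; inconclusive = some replicates but at most half score below -50%; inactive = no replicate scores below -50%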;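 note: 0% = median DMSO wells and -100% = median GW8510 positive control wells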
Target sequence (P49841 whole entry, looked up): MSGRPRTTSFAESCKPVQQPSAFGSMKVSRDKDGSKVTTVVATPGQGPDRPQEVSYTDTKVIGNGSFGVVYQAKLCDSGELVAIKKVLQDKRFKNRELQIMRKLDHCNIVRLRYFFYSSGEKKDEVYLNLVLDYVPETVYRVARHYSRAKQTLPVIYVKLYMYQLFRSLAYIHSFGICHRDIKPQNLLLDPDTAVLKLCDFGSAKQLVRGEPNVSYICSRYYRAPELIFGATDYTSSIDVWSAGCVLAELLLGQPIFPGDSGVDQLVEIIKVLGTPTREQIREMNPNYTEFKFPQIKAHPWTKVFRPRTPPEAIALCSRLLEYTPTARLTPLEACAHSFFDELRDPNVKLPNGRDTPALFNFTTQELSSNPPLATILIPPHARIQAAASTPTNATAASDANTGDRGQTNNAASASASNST
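Assay system: GST-tagged human GSK3beta kinase, cell-free; Input: 1.6 ng GSK3beta; Medium: Tris/MgCl2 kinase buffer; Timing: 60 min enzyme reaction, room temperature; Signal: ADP-Glo luminescence quantifying ADP generated by kinase; Evaluation: score relative to plate controls; Benchmarks: DMSO neutral wells and GW8510 at 20 µM as positive.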
HSF1 inh = HSF1 inhibition. NIH3T3-HGL HSE-luciferase, MG132-induced, luminescence 8 h; active compounds read low. activity change, negative = inhibition, % at 7.5 µM (by protocol). 300,000 tested, 0.77% active. AID 2098;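 active = more than half of replicate wells show activity change below -50%, luminescence cut by over half; inconclusive = some wells, but at most half, below -50%; inactive = no replicate well below -50%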;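 note: luciferase reports HSF-1 transcriptional activity via heat shock element; 0% = median of DMSO wells and -100% = zero luminescence signal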
HSP90 inh = HSP90 refolding inhibition in rabbit reticulocyte lysate; luciferase refolding luminescence, 3 h; 290,000 tested, 0.91% active; inhibition, % at 5.6 µM;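 active = inhibition above the screen-wide mean plus 3 SD, computed separately per campaign, cut at about 16% in these data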;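 note: 0% = DMSO wells and 100% = 60 µM geldanamycin wells; inhibitors lower the luminescence because luciferase stays unfolded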
DYRK1A inh = blocks rat Dyrk1A kinase activity. 310,000 tested, 0.43% active. ADP-Glo luminescence, NFATc1 peptide. inhibition, % at 12.5 µM; in the data active = inhibition above about 50%;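 note: plate controls were vehicle with enzyme for no effect and no enzyme for full effect; many of its hits are not listed in these tables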
aSyn 5UTR inh = MLPCN primary screen, SNCA 5' untranslated region | alpha-synuclein 5'UTR reporter, inhibitor activity | inhibition, % (tested at 7.5 µM) | 300,000 tested, 0.82% active; in the data active = inhibition above about 60%; inconclusive = no clear call, values can overlap the other calls;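 note: H4 neuroglioblastoma cells stably carrying SNCA 5'UTR luciferase fusion; 0% = DMSO wells and 100% = positive control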
* marks the source's active call; other numbers are inactive results; ? = inconclusive; . = no result given.

SMILES	IEC-6 cytotox	HSF1 activator	KLF5 inh	Platelet DG rel	GSK3 alpha inh	GSK3beta inhib	HSF1 inh	HSP90 inh	DYRK1A inh	aSyn 5UTR inh
N#C/C(=C\c1cccnc1)c1ccc([N+](=O)[O-])cc1	-1	-35	-16	-4	3	.	?	1	7	8
Cn1c(SCC(=O)NC2CC2)nnc1C(F)(F)F	2	-6	-3	13	-3	1	4	-1	-3	34
O=C(O)Cn1c2ccccc2c2ccccc21	-3	-9	20	0	-4	5	0	2	-1	-7
Cc1ccc(CNC(=O)CN2C(=O)COc3ccc(S(=O)(=O)N4CCCCC4)cc32)o1	-4	10	-19	12	-2	4	6	-6	2	13
Cc1cc(C)nc(NC(=O)c2c(C(=O)O)noc2C)n1	-5	-6	-4	3	-1	-3	-8	-4	1	22
COc1ccc(Cn2c(CO)cnc2SCC(=O)Nc2cc(C)on2)cc1	-2	4	3	-5	-1	2	-2	-3	-3	14
CCCCCC(=O)Nc1cccc(C2=NOC3(C2)C[C@H](C(N)=O)N(C(=O)[C@H]2CCC(=O)N2)C3)c1 (stereo partly specified)	.	-10	.	-3	-2	-4	-3	.	5	13
COc1ccc(/C=N/N2CCOCC2)cc1O	-1	1	-23	4	0	-3	1	-1	-6	-27
COC(CNC(=O)c1ccc2nc(-c3cccs3)c(-c3cccs3)nc2c1)OC	-6	7	-11	-3	-3	3	-1	0	-5	0
CN(C)S(=O)(=O)c1ccc(Cl)c(NC(=O)COC(=O)[C@@H]2CCCN2C(=O)c2cccs2)c1	0	-5	-31	-3	3	-1	-6	5	-2	-2
CC(C)(C)NC(=O)Cc1ccc(S(=O)(=O)N2CCCC2)s1	-2	2	-27	-6	1	4	-4	3	12	-7
CCOc1ccc(NC(=O)CN2CCN(CC(=O)Nc3ccc(F)cc3)CC2)cc1	-4	27	-24	3	-2	2	4	-4	0	1
COC(=O)c1cn(NC(=O)COc2ccc(Cl)cc2)c(=O)c2ccccc12	2	.	-1	.	1	1	.	5	3	.
CCc1cccc(Nc2cnn(C34C[C@@H]5C[C@@H](CC(CC(=O)O)(C5)C3)C4)c(=O)c2Cl)c1	2	9	-60	-6	-4	2	-2	-3	-2	11
CCc1c(O)nc(SC2CC(=O)N(c3ccccc3)C2=O)[nH]c1=O (stereo unspecified)	4	-8	-1	-15	-3	6	-3	5	-1	-5
NC(=O)NCc1cccnc1	1	-6	-37	-1	-3	-1	-3	0	0	5
CC(=O)N1[C@H](Cc2ccccc2)C=C[C@]1(C)C(=O)NCCN1CCOCC1	5	-5	-23	-7	-2	1	-1	-2	1	-1
COc1ccc(NC(=O)C(c2ccccc2)c2ccccc2)cn1	-2	-1	-22	-3	1	3	6	0	-1	-11
CNC(=O)CSc1nnc(-c2cnccn2)n1C	-3	-23	-17	-7	0	-2	-8	-3	-3	7
Cc1cc(Nc2cccc(Cl)c2)nc(N2CCOCC2)n1	3	-12	-22	-2	4	0	4	-2	13	-36
COc1ccc(S(=O)(=O)NCc2cccnc2)cc1NC(=O)c1ccc(C)cc1	.	6	.	-19	0	1	0	.	4	7
CCOC(=O)CNC(=O)Cc1ccc(Cl)cc1	4	2	-6	-6	-2	-2	-3	4	-4	-23
COc1cccc(SCc2noc(C(=O)NCCC(C)C)c2C(=O)NCCC(C)C)c1	.	-13	.	-2	-1	0	-7	.	-7	12
CCOc1cc(/C=N/n2cnnc2)ccc1OC(=O)c1cccc([N+](=O)[O-])c1	0	13	-13	-2	-4	0	5	-6	6	7
Cc1ccc(S(=O)(=O)n2cc(C=O)c3ccccc32)cc1	-1	11	-24	7	0	5	16	-2	11	8

Compound profiles, as listed above:
`COc1ccc(/C=N/N2CCOCC2)cc1O` as listed: IEC-6 cytotox = -1; HSF1 activator = 1; KLF5 inh = -23; Platelet DG rel = 4; GSK3 alpha inh = 0; GSK3beta inhib = -3; HSF1 inh = 1; HSP90 inh = -1; DYRK1A inh = -6; aSyn 5UTR inh = -27
`Cc1cc(Nc2cccc(Cl)c2)nc(N2CCOCC2)n1` as listed: IEC-6 cytotox = 3; HSF1 activator = -12; KLF5 inh = -22; Platelet DG rel = -2; GSK3 alpha inh = 4; GSK3beta inhib = 0; HSF1 inh = 4; HSP90 inh = -2; DYRK1A inh = 13; aSyn 5UTR inh = -36

Remaining list, next part.
SMILES	IEC-6 cytotox	HSF1 activator	KLF5 inh	Platelet DG rel	GSK3 alpha inh	GSK3beta inhib	HSF1 inh	HSP90 inh	DYRK1A inh	aSyn 5UTR inh
COc1ccc(Cl)cc1NC(=S)NC(=O)c1ccc2c(c1)OCO2	11	3	6	2	1	3	13	2	-6	0
Cc1c(NS(=O)(=O)c2cc(C(=O)O)ccc2Cl)c(=O)n(-c2ccccc2)n1C	-3	-1	-14	-10	1	1	-7	-1	-1	12
O=C(NNC(=O)c1ccc(F)cc1F)c1ccc(-n2cnnn2)cc1	-1	0	-6	-1	-8	1	-5	-5	-2	11
COc1ccc(S(=O)(=O)N2CCC(C(=O)Nc3cccc(Cl)c3)CC2)cc1OC	3	4	-10	-3	-1	1	1	2	7	34
O=S(=O)(Nc1nccs1)c1ccc(NS(=O)(=O)c2cccs2)cc1	-8	-5	-33	0	2	-1	-12	-8	5	12
CN(Cc1cnn(C)c1)C(=O)C1CCC(=O)N(Cc2cccc(C(F)(F)F)c2)C1 (stereo unspecified)	1	-2	-48	-4	0	-4	-7	0	0	-5
COc1ccc(/C=N/NC(=O)c2ccoc2C)cc1CN1CCN(c2ccc(F)cc2)CC1	6	22	-34	13	1	2	10	6	-5	-79
CN(C)CCCC1Sc2ccccc2Sc2ccccc21 (stereo unspecified)	.	1	.	-20	3	-22	1	.	.	1
Cc1ccnc(NC(=O)C2CCN(S(=O)(=O)c3cccc4nsnc34)CC2)c1	3	-2	5	.	-5	-10	2	-3	23	-30
CCC(=O)Nc1ccc(N2CCCCC2)c(C(=O)Nc2ccccc2C)c1	1	4	-29	-1	-3	0	-4	3	-4	13
CC(=O)Nc1ccc(S(=O)(=O)NCCC(=O)OCC(=O)c2ccccc2)cc1	.	15	.	-20	2	0	4	.	7	-7
O=C(Nc1cccc(F)c1)C1CCN(C(=O)c2ccco2)CC1	0	-16	-3	-12	-2	1	-4	-1	-4	11
O=C(NCC(c1cccs1)N1CCOCC1)C1CCN(S(=O)(=O)c2ccccc2C(F)(F)F)CC1 (stereo unspecified)	-7	0	-37	-7	1	0	-5	-2	2	8
COc1ccc(-c2c(NC(=O)c3ccco3)oc3c(C)cccc3c2=O)cc1	-8	3	2	-4	-1	3	-4	0	6	5
Cc1c(Cl)cnc(NC(=O)COC(=O)CCS(=O)(=O)c2ccccc2)c1Cl	-4	18	-23	4	-2	0	3	3	0	-13
Cc1ccc(Cn2ccc(NC(=O)c3c(-c4ccccc4Cl)noc3C)n2)cc1	2	17	-6	16	0	-2	11	2	4	-3
Cc1ccccc1C(=O)OC1OC(=O)C(Cl)=C1Nc1ccccc1 (stereo unspecified)	-8	9	-25	-6	-1	-1	1	1	-1	-4
O=C(CCNS(=O)(=O)c1ccccc1C(F)(F)F)NNC(=O)C1COc2ccccc2O1 (stereo unspecified)	.	2	.	-2	-3	-4	-5	.	-5	13
O=[N+]([O-])c1ccccc1S(=O)(=O)N1CCN(Cc2ccsc2)CC1	6	-1	-7	1	-2	3	3	-1	3	-13
COc1ccc(CCN2CC(C(=O)NCCc3cn[nH]c3)CCC2=O)cc1 (stereo unspecified)	3	-3	-28	-24	0	4	-4	-1	0	-15
COc1ccc(-c2nc(O)c3cnccn23)cc1	0	-12	-52	3	-1	2	4	-1	-1	-35
Cn1c(=O)c2c(-c3ccccc3)n(N3CCOCC3)cc2n(C)c1=O	0	-13	-13	7	-2	-4	-6	5	-11	21
OC(c1cc(C(F)(F)F)nc2c(Cl)cc(Cl)cc12)C1CCCCN1 (stereo unspecified)	0	24	-21	-6	26	0	-4	0	55*	7
N#C[C@@H]1[C@@H]2C(=O)N(c3ccc4c(c3)OCCO4)C(=O)[C@@H]2C2c3ccccc3C=CN21 (stereo partly specified)	0	11	13	-20	-2	0	0	5	.	-33
O=C(c1ccccc1O)N1N=C(C(F)(F)F)CC1(O)c1ccc([N+](=O)[O-])cc1 (stereo unspecified)	-1	-9	-21	2	-3	0	-5	-2	.	3

Next section:
SMILES	IEC-6 cytotox	HSF1 activator	KLF5 inh	Platelet DG rel	GSK3 alpha inh	GSK3beta inhib	HSF1 inh	HSP90 inh	DYRK1A inh	aSyn 5UTR inh
CCC(C)C(NC(=O)OC(C)(C)C)C(=O)NC(CC(C)C)C(N)=O (stereo unspecified)	0	4	-39	-3	.	3	9	3	12	15
Cc1ccc(-c2cn3cccnc3n2)cc1NC(=O)c1ccc(Br)o1	-3	15	-8	0	-6	2	-2	1	6	-5
C=CCOc1ccccc1CNCCc1ccc(S(N)(=O)=O)cc1	3	3	-11	-7	0	-2	-4	2	7	-24
CN(C)Cc1ccc(O)c(CCc2ccccc2)n1	-2	1	-14	2	1	2	4	3	31	5
COc1ccc(CCC(=O)Nc2sccc2C#N)cc1	0	21	-112	2	0	2	8	-4	.	-156
O=S(=O)(NCC1CCCO1)c1cc(Cl)ccc1Cl (stereo unspecified)	-4	3	-45	-12	-4	-1	0	1	-7	16
C=CCOc1c(Cl)cc(CNCCC)cc1Cl	-2	11	-41	-4	.	3	-8	-3	-2	15
CCOC(=O)c1sc(N/N=C/c2ccccc2)nc1C	4	-6	-43	0	2	0	-2	-5	-8	-207
Cc1cc(NC(=O)c2ccc(NC(=O)CC(C)C)cc2)no1	5	19	-30	0	1	2	-1	3	-3	-26
Cc1ccccc1C(=O)c1c[nH]c(C(=O)NCCCn2ccnc2)c1	7	-20	-45	-5	0	-3	-7	1	9	2
COc1cccc(C(=O)NNC(=O)Cc2ccc(Cl)cc2)c1	-6	46	-31	11	0	-1	10	-3	-4	22
O=c1cc(-c2ccccc2Cl)oc2c(Br)ccc(O)c12	2	16	-11	-1	-2	-1	14	1	-1	-130
CCOC(=O)c1c(C)[nH]c(C(=O)OC(C)C(=O)Nc2ccccc2OC)c1C (stereo unspecified)	10	-7	2	4	0	2	-3	4	-3	15
COc1ccc(C(=O)N/N=C(\c2ccccc2)c2ccccn2)cc1	28*	100*	25	-4	0	2	38	4	2	107*
C/C=C/C=[N+](\[O-])C(C)/C(=N/O)c1ccc(F)cc1 (stereo unspecified)	-2	-12	-11	11	-4	2	-5	-2	5	19
CC(=O)c1c(C)[nH]c(C(=O)OCC(=O)Nc2ccccc2Cl)c1C	3	5	-33	3	3	1	-1	-1	5	-25
O=C(C1CCN(S(=O)(=O)N2CCOCC2)CC1)N1CCN(c2ccccc2F)CC1	-3	11	0	3	0	1	-2	5	-1	-13
COC(=O)/C(=C1/Oc2cc(C)oc(=O)c2S1)C(F)(F)F	17	-79	-9	12	1	4	-79*	3	12	-55
COc1cccc(C2N(c3ccc(Cl)c(Cl)c3)C(=O)C3CCCN32)c1OC (stereo unspecified)	-8	-26	-12	7	-2	3	-9	0	5	-27
O=S(=O)(NCC(c1ccco1)N1CCN(c2ccc(F)cc2)CC1)c1ccc(F)cc1 (stereo unspecified)	0	6	-13	4	-1	0	10	1	7	14

Only part of the results is shown; the hit share may differ from the screen's.
